Bioassay records deposited in PubChem BioAssay by several laboratories.
AI-2 QS modul = modulators of Vibrio harveyi AI-2 quorum sensing system. 300,000 compounds, 0.4% hits. activity change, % at 7.5 µM. Vibrio harveyi JMH597 AI-2 luminescence/OD600 ratio, 9 h; hits give low values; strain lacks LuxN and CqsS sensors; 0 = neutral-control median; in the data active = activity change below about -75%, passing the limit was not always enough;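 note: luminescence divided by OD600 gain over 9 h not by final OD600 alone; inactives centre near 13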
Platelet DG rel = modulates dense granule release in human platelets. AID 1663. inhibition, %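 (compounds screened at 7.5 µM in platelet-rich plasma)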. human platelet-rich plasma, SFLLRN dense granule ATP release, luminescence. 300,000 compounds, 0.22% hits;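 active = mean replicate score, as percent of positive control, at or above 50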
GSK3A inh = blocks human GSK-3 alpha kinase; AID 2650; inhibition, % at 10 µM; ADP-Glo luminescence, 60 min; 320,000 compounds, 0.1% hits;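 in the data active = inhibition above about 50%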;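 note: GST-tagged GSK-3 alpha with peptide substrate and 25 µM ATP; 0% = DMSO neutral wells and 100% = GW8510 positive control wells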
Target sequence (P49840 whole entry, looked up): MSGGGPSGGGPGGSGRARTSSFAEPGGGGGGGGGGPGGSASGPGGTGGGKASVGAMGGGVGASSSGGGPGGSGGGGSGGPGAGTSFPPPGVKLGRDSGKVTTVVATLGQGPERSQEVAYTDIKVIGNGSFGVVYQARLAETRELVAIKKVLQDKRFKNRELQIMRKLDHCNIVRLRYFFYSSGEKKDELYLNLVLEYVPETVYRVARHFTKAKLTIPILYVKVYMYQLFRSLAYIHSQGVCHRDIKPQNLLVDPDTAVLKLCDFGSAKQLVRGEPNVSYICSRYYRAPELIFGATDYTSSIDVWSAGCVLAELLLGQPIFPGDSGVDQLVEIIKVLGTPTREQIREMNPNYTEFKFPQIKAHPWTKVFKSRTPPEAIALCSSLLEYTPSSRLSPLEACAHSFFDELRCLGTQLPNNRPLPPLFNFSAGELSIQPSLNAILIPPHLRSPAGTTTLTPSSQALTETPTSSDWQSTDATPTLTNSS
DYRK1A inh = blocks rat Dyrk1A kinase activity | Q63470 | ADP-Glo luminescence, NFATc1 peptide | inhibition, % at 12.5 µM | 310,000 compounds, 0.43% hits; in the data active = inhibition above about 50%;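 note: plate controls were vehicle with enzyme for no effect and no enzyme for full effect; many of its hits are not listed in these tables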
PolyA inhibitor = inhibitors of polyadenylation in S. cerevisiae; calls only at 12 µM; AID 1875; 300,000 compounds, 0.02% hits; S. cerevisiae SKY197-pL101 polyadenylation reporter, beta-gal luminescence; efflux-impaired pdr1/pdr3 knockout yeast; score 100 = 6 SD above DMSO;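 active = lowest replicate activity score at least 50, where 100 means six control SD above control mean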;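 note: yeast exposed to compound for 9 h at 30 °C; higher score means more reporter readthrough which indicates perturbed polyadenylation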
HDAC3 inh = blocks human histone deacetylase 3 | inhibition, % at 8.3 µM | recombinant HDAC3, fluorogenic peptide/trypsin coupled, fluorescence | 320,000 compounds, 0.15% hits | AID 2718; in the data active = inhibition above about 26%, passing the limit was not always enough
Target sequence (O15379 whole entry, looked up): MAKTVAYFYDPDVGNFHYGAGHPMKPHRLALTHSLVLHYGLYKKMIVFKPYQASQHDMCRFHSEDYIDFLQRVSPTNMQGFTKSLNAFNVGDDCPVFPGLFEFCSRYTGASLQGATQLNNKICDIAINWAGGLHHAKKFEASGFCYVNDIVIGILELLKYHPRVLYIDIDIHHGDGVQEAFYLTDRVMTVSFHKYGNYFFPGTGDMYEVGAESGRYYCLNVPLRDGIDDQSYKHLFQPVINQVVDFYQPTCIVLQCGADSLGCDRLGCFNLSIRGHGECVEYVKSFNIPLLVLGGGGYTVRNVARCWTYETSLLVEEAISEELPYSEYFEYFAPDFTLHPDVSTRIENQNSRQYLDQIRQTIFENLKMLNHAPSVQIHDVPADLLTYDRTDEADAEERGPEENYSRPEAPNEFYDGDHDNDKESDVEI
HSP90 refold inh = HSP90 refolding inhibition in rabbit reticulocyte lysate. luciferase refolding luminescence, 3 h. inhibition, % at 5.6 µM. 290,000 compounds, 0.91% hits. AID 1789;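 active = inhibition above the screen-wide mean plus 3 SD, computed separately per campaign, cut at about 16% in these data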;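 note: 0% = DMSO wells and 100% = 60 µM geldanamycin wells; inhibitors lower the luminescence because luciferase stays unfolded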
GSK3beta inhib = human GSK3beta kinase inhibition | GST-GSK3beta kinase, ADP-Glo luminescence, 60 min; hits give low values | activity score (negative = inhibition), % at 10 µM | 300,000 compounds, 0.038% hits | AID 2097;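 active = more than half of replicate wells score below -50%, meaning over 50% inhibition versus plate controls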;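 note: 0% = median DMSO wells and -100% = median GW8510 positive control wells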
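Test system: GST-tagged human GSK3beta kinase, cell-free; evaluation: activity score scaled between in-plate DMSO and GW8510 controls; measured by: ADP-Glo luminescence; incubation: 60 min reaction, RT; benchmarks: DMSO and 20 µM GW8510; reagent: peptide substrate plus 25 µM ATP (final); medium: Tris/MgCl2 kinase buffer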
HSF-1 act = increases HSF-1 driven luciferase reporter signal. activation, % at 9 µM. NIH3T3-HGL HSF-1 luciferase reporter, MG132, 8 h; 100% = twice DMSO control signal. 300,000 compounds, 1.7% hits;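 active = mean replicate activation of at least 50% with a set share of replicates each reaching 50%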;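 note: 0% = median of the neutral control wells and 100% = twice that signal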
HSF1 inhib = HSF1 inhibition | NIH3T3-HGL HSE-luciferase, MG132-induced, luminescence 8 h; hits give low values | activity change, negative = inhibition, % at 7.5 µM (by protocol) | 300,000 compounds, 0.77% hits | AID 2098;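 active = more than half of replicate wells show activity change below -50%, luminescence cut by over half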;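 note: luciferase reports HSF-1 transcriptional activity via heat shock element; 0% = median of DMSO wells and -100% = zero luminescence signal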
Active calls of the source: *; i = inactive; . = no result given; & = joins results of further samples.

AI-2 QS modul	Platelet DG rel	GSK3A inh	DYRK1A inh	PolyA inhibitor	HDAC3 inh	HSP90 refold inh	GSK3beta inhib	HSF-1 act	HSF1 inhib	Compound
19	2	-2	5	i	-5	1	-2	-5	-12	CSc1ncc(Cl)c(C(=O)Nc2cccnc2)n1
8	0	0	0	i	-1	8	-1	-6	-3	COc1ccc(C(Nc2ccc(S(=O)(=O)NCC3CCCO3)cc2)C(=O)NC(C)(C)C)cc1OC (stereo not drawn)
1	-2	-1	-1	i	-1	3	-1	25	3	Cc1ccc(C)c(NC(=S)NNC(=O)c2csc(C)c2)c1
13	1	0	-8	i	0	0	2	-13	-7	COc1cccc(N(CC(=O)NC2CCCC2)C(=O)CCC(=O)Nc2cc(C)on2)c1
-1	10	3	24	i	0	-2	-6	.	.	c1ccc2c(c1)[nH]c1c(N3CCOCC3)ncnc12
-10	3	-3	-2	i	4	-4	-1	-19	-2	CC(C)(C)c1ccc(S(=O)(=O)NCCc2ccncc2)cc1
4	1	-2	9	i	4	-3	-1	13	16	COC(=O)c1cc(=O)n(Cc2ccc(F)cc2)c(=Nc2ccccc2)s1
-1	0	-3	-1	i	7	0	-1	0	14	Cc1ccc(C(=O)NCCNc2ncc(C(F)(F)F)cc2Cl)cc1[N+](=O)[O-]
20	2	1	9	i	-3	-2	5	2	1	OC(COc1ccc2c(c1)OCO2)CN1CCc2ccccc2C1 (stereo not drawn)
1	25	.	-4	i	.	.	2	7	0	CCN(C(=O)COC(=O)c1ccccc1NCCO)c1cccc2ccccc12
17	-2	-2	-2	i	3	-1	3	.	.	O=C1c2ccccc2C(=O)N1n1c(=O)[nH]c2ccccc2c1=O
21	0	2	-4	i	6	6	1	2	0	Cc1ccc(NC(=O)CSc2nnc(-c3ccncc3)o2)cc1
4	-5	1	1	i	4	0	-3	7	0	Cc1noc(C)c1S(=O)(=O)N1CCCC(C(=O)N2CCC(C)CC2)C1 (stereo not drawn)
9	4	-1	5	i	6	3	-2	-1	-4	COC(=O)CSc1nnc(-c2cccnc2)n1C
-80*	-4	-2	-6	i	2	0	0	16	28	CCc1ccc(C(=O)Nn2cnc3ccccc3c2=O)cc1
16	0	-2	-6	i	1	-1	0	10	-3	Cc1cc(-c2ccc(Cl)cc2)c2cnn(C(C)C)c2n1
7	-5	-3	10	i	6	-4	-2	-4	-2	Cc1ccc(NC(=O)c2ccccc2)cc1OC(=O)c1ccccc1
21	-7	-1	-2	i	1	-4	0	-14	-3	C[C@H](NC(=O)C1CC(=O)N(c2ccc3c(c2)OCO3)C1)C(=O)NCc1ccco1 (stereo partly drawn)
-4	-9	-1	-2	i	0	-1	2	14	-3	Cc1ccc(N(CC(=O)NC2CCCCCC2)S(=O)(=O)c2c(C)nn(C)c2C)cc1
-3	-23	-3	.	i	5	8	0	13	1	CCCCC12CN3CC(C)(CN(C1)C3c1ccc([N+](=O)[O-])o1)C2=O (stereo not drawn)
1	-7	6	-3	i	-2	-5	4	22	10	CN(Cc1ccc(N(C)C)cc1)C(=O)c1cc2ccccc2o1
.	10	-1	-5	i	5	0	-3	-5	-3	COc1ccc(NC(=O)c2nn(C)c3c2CS(=O)(=O)c2ccccc2-3)cc1
10	-6	0	0	i	-6	1	-5	5	-4	Cc1ccc2oc(Nc3nc(C)c(C)c(C)n3)nc2c1
16	4	-4	-6	i	-2	1	3	0	-5	COC(c1ccccc1)c1nnc(CCC(=O)NCc2ccc3ncccc3c2)o1 (stereo not drawn)
12	-1	2	6	i	6	0	3	-29	-11	Cn1cc(/C=N/NC(=O)c2ccc(C#N)cc2F)c2ccccc21
22	-11	0	5	i	1	-1	0	-27	-24	CCCCc1ccc(NC(=S)Nc2cccnc2)cc1
13	-12	-5	-4	i	-6	1	2	16	-3	OC(C#CCN1CCCC1)c1ccccc1 (stereo not drawn)
0	-2	-2	-5	i	1	-2	0	-3	-1	Cc1ccc(S(=O)(=O)N[C@@H](Cc2ccccc2)C(=O)N2CCC(C(=O)N[C@H](C(=O)O)C(C)O)CC2)cc1 (stereo partly drawn)
9	-1	-5	-18	i	-3	0	0	-8	3	CC(O)c1nc2ccccc2n1CCCCOc1ccccc1 (stereo not drawn)
35	0	-1	-4	i	-3	-2	3	33	3	CC(C)CC(NC(=O)/C(=C/c1ccco1)NC(=O)c1ccc(Br)o1)C(=O)O (stereo not drawn)
14&48	2&0	0	0&-3	i	9	3	3&1	0&2	0&-1	Cc1nnc(SCC2=C(C(=O)O)N3C(=O)[C@@H](NC(=O)Cn4cnnn4)[C@H]3SC2)s1
30	4	-2	-3	i	5	3	0	3	1	COc1ccccc1OCCOc1ccc(/C=C2\C(=N)N3N=C(S(C)(=O)=O)SC3=NC2=O)cc1
24	13	-1	7	i	3	3	-1	7	11	Cc1[nH][nH]c(=O)c1C(c1ccc(O)c([N+](=O)[O-])c1)c1c(C)[nH][nH]c1=O
16	12	.	13	i	.	1	-1	-10	-8	CCCC(=O)Nc1cc2c(cc1C(=O)c1ccccc1)OCCO2
22	0	2	3	i	3	2	3	-11	-1	O=C(COC(=O)c1ccc(N2CCCC2=O)cc1)NCc1ccco1
6	-2	-2	7	i	4	.	1	3	-2	CN1CCC(N(C)S(=O)(=O)c2ccc(NC(=O)COc3ccc([N+](=O)[O-])cc3)cc2)CC1
17	-5	3	-6	i	2	.	0	-3	9	CN(C)S(=O)(=O)c1ccc(N2CCCC2)c(C(=O)Nc2ccc(F)cc2F)c1
-4	0	-2	5	i	-3	2	-2	-10	9	NC(=O)c1cc(N2C(=O)C3CC=CCC3C2=O)ccc1N1CCCCC1 (stereo not drawn)
-7	-7	0	-3	i	-2	3	-4	17	-1	O=C(Nc1ccccc1)Nc1ccc(C(F)(F)F)cn1
29	13	.	.	i	-6	-3	1	-12	-6	Cc1ccc(S(=O)(=O)N2CCOCC2)cc1NC(=O)COC(=O)c1cc(=O)[nH]c2ccccc12
18	1	-3	-6	i	-7	8	0	-3	-13	COc1cccc(NC(=O)CCCn2c(=O)[nH]c3ccccc3c2=O)c1
17	5	6	-4	i	2	2	-4	-7	-10	CC(=O)OC1CC[C@@]2(C)C(CCC3C2CC(=O)[C@@]2(C)C3CC3CC(C)=CC(=O)C32)C1 (stereo partly drawn)
2	-4	7	-1	i	0	-1	-1	-15	-4	Fc1cccc(CNC2CCN(CCc3ccccc3)CC2)c1
27	1	-1	0	i	3	-3	0	-8	5	CCOc1cc(C(=O)Nc2cc(C)on2)cc(OCC)c1OCC
-11	-8	1	3	i	2	0	-1	-1	3	COc1ccc(CC(=O)N/N=C/c2sccc2C)cc1
5	0	-6	1	i	-2	1	1	15	10	O=C(N/N=C/c1cccnc1)c1ccc(NC(=O)C(c2ccccc2)c2ccccc2)cc1
27	-8	2	-10	i	9	1	2	2	-4	CC1CCCCC1NC(=O)COC(=O)c1ccc(S(=O)(=O)N2CCOCC2)cc1 (stereo not drawn)
6	-4	-4	-4	i	12	0	3	11	-2	O=C(CCNS(=O)(=O)c1cccc2nonc12)N1CCN(c2cccc(Cl)c2)CC1
21	0	-2	5	i	3	.	0	-9	-2	CN(C)CCNC(=O)c1onc(CSc2ccc(F)cc2)c1C(=O)NCCN(C)C
47	-1	-1	-1	i	-5	3	2	-12	-7	CCOc1ccc(OCCOCCN2CCc3ccccc3C2)cc1

Quoted at random: three entries already listed, in no set order.
AI-2 QS modul	Platelet DG rel	GSK3A inh	DYRK1A inh	PolyA inhibitor	HDAC3 inh	HSP90 refold inh	GSK3beta inhib	HSF-1 act	HSF1 inhib	Compound
17	5	6	-4	i	2	2	-4	-7	-10	CC(=O)OC1CC[C@@]2(C)C(CCC3C2CC(=O)[C@@]2(C)C3CC3CC(C)=CC(=O)C32)C1 (stereo partly drawn)
21	0	-2	5	i	3	.	0	-9	-2	CN(C)CCNC(=O)c1onc(CSc2ccc(F)cc2)c1C(=O)NCCN(C)C
-7	-7	0	-3	i	-2	3	-4	17	-1	O=C(Nc1ccccc1)Nc1ccc(C(F)(F)F)cn1

(further entries)
AI-2 QS modul	Platelet DG rel	GSK3A inh	DYRK1A inh	PolyA inhibitor	HDAC3 inh	HSP90 refold inh	GSK3beta inhib	HSF-1 act	HSF1 inhib	Compound
10	7	0	38	i	5	2	0	-4	-6	CC(=O)N1CCN(S(=O)(=O)c2cccc(C(=O)Nc3nc4ccccc4[nH]3)c2)CC1
17	19	-1	2	i	9	-1	-1	9	-1	CN(C)/C=N/c1ncc(C(=O)c2ccc(Cl)cc2Cl)s1
19	7	0	-4	i	-2	1	0	12	-1	C=CCn1c(CNC(=O)c2ccccc2C)nnc1SCC(=O)NC1CCCC1
6	-1	-10	-4	i	3	4	7	4	-5	CCC(NC(=O)C1CCC1)c1ccccc1 (stereo not drawn)
31	8	-2	-2	i	5	2	-3	2	5	Cc1noc(C)c1COc1cccc(C(=O)OC(C)C(=O)Nc2ccc3c(c2)OCO3)c1 (stereo not drawn)
15	-3	-1	-13	.	11	-3	1	-1	-3	CCn1cc(C(=O)O)c(=O)c2cnc(N3CCN(C(=S)Nc4ccccc4C(F)(F)F)CC3)nc21
9	-2	-2	-6	i	7	-2	1	19	6	Cc1ccc(C)c2c1cc(C)c1nnc(SCc3ccccn3)n12
-1	11	-1	-7	i	2	0	1	10	-3	CCOc1ccccc1NC(=O)CCC(=O)Nc1nnc(C2CCCCC2)s1
17	5	-2	8	i	3	5	2	9	-6	Cc1ccc(/C=N/n2c(-c3ccccn3)n[nH]c2=S)o1
17	0	-2	-4	i	1	-1	3	-7	-9	O=C(O)CCCC(=O)N1CC(=O)Nc2ccccc21
68	1	-2	-1	i	.	-5	1	-11	-2	O=C(CCC(=O)N1CCOc2ccc(Cl)cc21)N1CCN(c2ccccn2)CC1
18	-2	-1	-6	i	0	2	-2	2	-5	CC(C)Cc1ccc(CN2CCCC(NC(=O)CCn3cnnn3)C2)cc1 (stereo not drawn)
16	-2	-3	-2	i	.	2	0	-3	6	COc1ccc(CNC(=O)COC(=O)C2CC3C=CC2C3)cc1 (stereo not drawn)
4	13	1	-2	i	-1	-3	0	-9	-11	Cc1ccc([N+](=O)[O-])cc1NC(=O)C1CCCC1
20	5	-5	-4	i	2	2	1	-9	-9	CC1CCC(Nc2nnnn2-c2ccccc2)CC1 (stereo not drawn)
39	-1	5	-1	i	4	-2	1	-2	-1	O=C(NCC1CCCO1)C1CCC(N2C(=O)c3ccccc3C2=O)CC1 (stereo not drawn)
19	-1	1	12	i	2	9	0	6	3	O=c1oc(-c2ccccc2)nc2c1C1(CCCCC1)Cc1ccccc1-2
34	.	3	.	i	-5	-1	-1	.	.	C/C(=N\O)c1cc(Cl)cc(Cl)c1O
37	0	4	-4	i	-23	-5	-3	27	14	CS(=O)(=O)c1ccccc1-c1nnc(-c2ccc(Cl)cc2)o1
-6	-4	5	7	i	1	4	3	82*	67	Cc1nn(-c2cccc(Cl)c2)c2c1C(c1ccncc1)C(C#N)=C(N)O2 (stereo not drawn)
23	-3	-1	1	i	0	-5	-1	1	-5	CCOC(=O)c1[nH]c2ccccc2c1NC(=O)COC

An excerpt (hit frequency here may not be typical).
